Assay outcomes from PubChem BioAssay.
S2 tox – viability counter-screen for ATXN expression inhibitors. S2 cells (HEK-293 line with an ATXN2-luciferase reporter) viability, CellTiter-Fluor protease fluorescence, 24 h. Potency, µM (doses to about 56.7 µM), hits mostly cytotoxic. 400,000 compounds, 0.49% hits; also: potency is read from the fitted curve at half-maximal effect; nearly all actives have a fitted effect of over 40% in size
Akt phos inh – blocks phosphorylation of Akt; Neuro2A IGF-stimulated pAkt S473 HTRF, 20 min; stronger effect = lower value; activity change, % for hits at 50 µM; 360,000 compounds, 0.32% hits; in the data active = activity change below about -80%; inconclusive = mostly about -51% to -80%; also: % is scaled to controls: 0 for no effect and ±100 for the full control effect
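Neuro2A cells (4,500/well, DMEM with 0.5% FBS) were treated with compound at a single 50 µM final concentration, stimulated with 6 nM IGF for 20 min at 37 °C, and lysed. Phospho-Akt Ser473 was read by HTRF as 665/615 ratio ×10^4.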
HepG2 viability – counter-screen for TGF-b inhibitors: cytotoxicity in HepG2 cells; HepG2 CAGA-GFP viability, ATP luminescence, 18 h; Potency, µM (doses to about 46.1 µM), for the others: at the top dose activity change, negative = cytotoxicity, actives largely listed as cytotoxic; 410,000 compounds, 0.76% hits; AID 588856; also: potency is read from the fitted curve at half-maximal effect; some results filed as inactive show a strong effect at the top dose
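HepG2 CAGA-GFP cells (1000/well, DMEM with 1% FBS) received compound, then TGF-beta at 500 pg/mL final, and were incubated 18 hours at 37 degrees C. Viability was read by CellTiter-Glo luminescence. Media-only wells were set as complete cell-killing and DMSO as no toxicity.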
TGFb SMAD3 inh – inhibitors of TGF-b signaling; 410,000 compounds, 1.2% hits; AID 588855; Potency, µM (highest dose often 46.1 µM), for the others: at the highest dose activity, negative = inhibition, actives largely listed as inhibitors; HepG2 CAGA-GFP TGF-b/SMAD3 reporter, GFP fluorescence, 18 h; TGF-beta stimulated, 500 pg/mL final; also: potency is read from the fitted curve at half-maximal effect; % is scaled to controls: 0 for no effect and ±100 for the full control effect; nearly all actives have a fitted effect of over 65% in size
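GFP signal (ex488/em500-530) from TGF-beta-stimulated HEPG2 CAGA-GFP cells, 500 pg/mL final, 18 h at 37 degrees C in DMEM plus 1% FBS, normalized to unstimulated and DMSO-stimulated controls.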
MmCpn inh – M. maripaludis TRiC chaperonin inhibition | purified Mm-Cpn ATPase, ADP Transcreener TR-FRET | Potency, µM (series often up to 76.9 µM), for the others: at the top dose activity, negative = inhibition, usual class: inhibitors | 330,000 compounds, 0.031% hits; also: potency is read from the fitted curve at half-maximal effect; % is scaled to controls: 0 for no effect and ±100 for the full control effect; nearly all actives have a fitted effect of over 80% in size
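ATP (10 uM final) was added to archaeal chaperonin (25 nM final) after 10 min exposure to test compound at 37°C; after 30 min further incubation, ADP was detected by competitive TR-FRET.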
CCT modulator – modulators of cytosolic chaperonin (CCT/TRiC) activity; purified chaperonin ATPase assay, HTRF ADP detection, 30 min; activity change, % (concentration not given with the values), hits read low; 360,000 compounds, 0.3% hits; AID 651819; in the data active = activity change below about -30%; also: % is scaled to controls: 0 for no effect and ±100 for the full control effect
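First, chaperonin was dispensed at 40 nM or 20 nM final depending on batch activity. Next, compounds were pinned at 76 uM and ATP added at 10 uM. After 30 min at 37 °C, ADP detection reagents ran 30 min at ambient temperature.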
Nrf2 inh – inhibitors of Nrf2 signaling; A549 ARE-Fluc reporter, luciferase luminescence, 18-24 h; Potency, µM (doses to about 46 µM), for the others: top-dose activity change, negative = inhibition, usual class: inhibitors; 360,000 compounds, 2.1% hits; AID 504444; also: potency is read from the fitted curve at half-maximal effect; % is scaled to controls: 0 for no effect and ±100 for the full control effect; nearly all actives have a fitted effect of over 60% in size
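A549 ARE_Fluc cells, 5000/well, 5% FBS OPTI-MEM; compounds in dose-response, 18-24 h at 37 °C/5% CO2; CellTiter-Fluor viability read (Ex 405/Em 525), then BugLite luciferase luminescence = Nrf2 activity.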
Nrf2 activator – activates Nrf2 signaling. AREc32 ARE-luciferase reporter (MCF7-derived line), luminescence, 24 h. 410,000 compounds, 0.31% hits. Potency, µM (doses to about 46.1 µM), without a hit: at the highest dose activation, hits mostly activators. AID 624171; also: potency is read from the fitted curve at half-maximal effect; % of control where 0% means no effect; nearly all actives have a fitted effect of over 65% in size
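AREc32 cells carrying an ARE-driven firefly luciferase, 1000 cells/well in OPTI-MEM with 5% FBS, dosed after overnight attachment and incubated 24 hr at 37 deg C. Steady-Glo luminescence read after 30 min at RT.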
A549 tox – kills or reduces viability of A549 cells in Nrf2 counter-screen. 390,000 compounds, 0.16% hits. Potency, µM (series often up to 46 µM), inactives show at the top dose activity change, negative = cytotoxicity, actives largely listed as inhibitors. A549 ARE-Fluc cells, CellTiter-Fluor viability, 18-24 h; also: potency is read from the fitted curve at half-maximal effect; % is scaled to controls: 0 for no effect and ±100 for the full control effect
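A549 ARE_Fluc cells in 5% FBS OPTI-MEM were exposed to compounds in concentration-response for 18-24 h at 37 deg C. Viability was read by CellTiter-Fluor fluorescence (Ex 405/Em 525) after 30 min, before the luciferase read.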
Starred values were filed as active, the others as inactive; i = inactive; ? = inconclusive; nt = no result given; & = joins results of further samples; [ ] = dose if it differs, or a comment. Unless noted, calls follow the shape of the dose curve; as a rule, active = well fitted curve in the direction sought with a large enough effect; inconclusive = small, poorly fitted or top-dose-only effect, or another doubt; inactive = no such curve, though single readings can be large; an effect the other way counts as inactive or inconclusive.

Fields: S2 tox | Akt phos inh | HepG2 viability | TGFb SMAD3 inh | MmCpn inh | CCT modulator | Nrf2 inh | Nrf2 activator | A549 tox
CC(OC(=O)c1cccc(S(=O)(=O)Nc2cccc(C(F)(F)F)c2)c1)C(=O)Nc1ccc2c(c1)OCCO2 (centres undefined)
 : i | i | -32% | ? | -3% | -1.0 | ? | 9.0% | -6%
CC1Sc2ccc(S(=O)(=O)CCC(=O)NCc3cccs3)cc2NC1=O (centres undefined)
 : i | i | -10% | 6% | 3% | -4.7 | 3% | -0.5% | 5%
CCn1c(SCC(=O)Nc2nncs2)nnc1C(C)NC(=O)c1ccccc1Br (centres undefined)
 : i | i | -16% | 0% | 1% | -1.6 | -35% | -0.5% | 2%
COc1cccc(/C=C/C(=O)OCC(=O)NCCNC(=O)COC(=O)/C=C/c2cccc(OC)c2)c1
 : i | i | -1% | 0% | 1% | 0.9 | -4% | 2.6% | -2%
CCOC(=O)N1CCN(C(=O)c2ccc(NS(=O)(=O)c3ccc(F)cc3)cc2)CC1
 : i | i | -2% | -11% | 1% | -2.0 | 16µM* | -1.0% | -2%
Cc1ccc(-c2nc(CSCC(=O)N3CCN(c4ccccn4)CC3)c(C)o2)cc1
 : ? | i | 1% | ? | 0% | -1.6 | 16µM* | 1.0% | -19%
CCCc1ccc(Oc2coc3cc(OCC(=O)Nc4ccccc4C)ccc3c2=O)cc1
 : ? | i | 3% | 3% | 1% | -7.4 | ? | -0.3% | -11%
CCOc1ccc(CC(=O)NCCS(=O)(=O)N2CCN(c3ccc(OC)cc3)CC2)cc1
 : nt | nt | -14% | 25% | nt | nt | nt | -1.5% | -1%
COc1ccc(NC(=O)Cn2c(=O)n(CCCC(=O)NCc3ccccc3OC)c(=O)c3ccccc32)cc1Cl
 : i | nt | -48% | 31%[activator] | nt | nt | -5% | -0.6% | 5%
C(=C\c1ccco1)/c1ccc2ccccc2n1
 : i | i | i | ? | 1% | -0.2 | ? | ? | 2%
COc1cccc(C(=O)N2CCN(Cc3nc(CC4CC4)no3)CC2)c1
 : i | i | 4% | -12% | -1% | -0.9 | 4% | -0.1% | 1%
CCCCOC(=O)Nc1nnc(C(C)C)s1
 : i | i | -7% | -9% | -1% | 1.7 | ? | -0.4% | -1%
COc1ccc(CCNc2ccncn2)cc1OC
 : i | i | -4% | 7% | -5% | -2.0 | ? | -0.7% | -1%
Cc1ccc(-c2c(CN3CCN(c4cccc(C)c4C)CC3)csc2C)cc1
 : nt | nt | -44% | ? | nt | nt | 4% | -0.8% | 0%
O=C(Cn1nnc(-c2ccccc2F)n1)N1CCCCC1
 : i | i | -7% | -1% | 1% | 0.2 | ? | -0.5% | 1%
Cc1oc(-c2ccccc2)cc1C(=O)Nc1ccccc1
 : i | i | -2% | -1% | 1% | -0.3 | -7% | 5.5% | -3%
CCOC(=O)c1ccc(NS(=O)(=O)c2ccc3[nH]c(=O)[nH]c3c2)cc1
 : i | i | -4% | -10% | 3% | 0.2 | 10% | -0.3% | 12%
CC(OC(=O)Cc1c[nH]c2ccccc12)C(=O)Nc1ccc(S(N)(=O)=O)cc1 (centres undefined)
 : ? | i | 7% | 18% | 0% | -1.1 | 8% | 2.4% | -4%
COc1ccc(S(=O)(=O)NCC2CCC(C(=O)NCc3ccco3)CC2)cc1 (centres undefined)
 : i | i | -14% | 1% | 0% | -1.3 | -17% | 0.5% | -2%
CCOC(=O)C(C(=O)Nc1nccs1)C1CCCCC1 (centres undefined)
 : i | i | -17% | -4% | 0% | -0.5 | -17% | -0.5% | -2%
Nc1nc2nonc2nc1N1CCCCC1
 : i | i | -1% | 0% | 0% | 0.7 | nt | 0.2% | -2%
O=C(CCN1C(=O)c2ccccc2C1=O)C1=NN[C@@H]2C(=O)N(c3ccc4c(c3)OCO4)C(=O)[C@H]12
 : i | i | 21% | -19% | -2% | -4.4 | 2% | 0.1% | 1%
CCN(CC)S(=O)(=O)c1cccc(NC(=O)CN(C)Cc2cccc(OC)c2)c1
 : i | i | -2% | -19% | 1% | 2.8 | ? | 0.5% | -7%
Cc1nc(NC(=O)c2ccco2)sc1-c1csc(Nc2ccc(Cl)cc2Cl)n1
 : ? | i | -56% | -30% | -15% | 0.2 | -22% | -0.3% | -14%
CCn1nc([N+](=O)[O-])c2c(-c3nc4ccccc4o3)c(N)n(CCCOC)c2c1=O
 : ? | i | 15% | 0% | 0% | -2.2 | -9% | -0.6% | -11%
Cc1ccc2[nH]c(=O)c(CN(CCCO)Cc3nnnn3Cc3ccco3)cc2c1
 : nt | nt | -2% | 1% | nt | nt | 2% | nt | -2%
CC(=O)c1cc(N2CCC(C(=O)O)CC2)ccc1[N+](=O)[O-]
 : i | i | -10% | 3% | 1% | -3.7 | 8% | 0.1% | ?
O=C(CNC(=O)c1ccccc1)NCCc1nc2ccccc2[nH]1
 : i | i | -5% | ? | -1% | 0.1 | 1% | -1.3% | -2%
COc1cc(NC(=O)N2CCC(CN3CCCCCC3)CC2)cc(OC)c1OC
 : nt | nt | -1% | 0% | nt | nt | ? | -0.3% | -1%
CCOC(=O)c1c(CN(CC)CC)oc2cc(Br)c(O)cc12
 : i | i | -32% | -5% | 0% | -0.1 | 13% | 12% | -2%

One compound at a time, from the list above. Values in the order: S2 tox | Akt phos inh | HepG2 viability | TGFb SMAD3 inh | MmCpn inh | CCT modulator | Nrf2 inh | Nrf2 activator | A549 tox
Entry for COc1ccc(S(=O)(=O)NCC2CCC(C(=O)NCc3ccco3)CC2)cc1 (centres undefined) = i | i | -14% | 1% | 0% | -1.3 | -17% | 0.5% | -2%
Entry for CCOC(=O)C(C(=O)Nc1nccs1)C1CCCCC1 (centres undefined) = i | i | -17% | -4% | 0% | -0.5 | -17% | -0.5% | -2%

Other records
Fields: S2 tox | Akt phos inh | HepG2 viability | TGFb SMAD3 inh | MmCpn inh | CCT modulator | Nrf2 inh | Nrf2 activator | A549 tox
Cc1cccc(N=C2NC(=O)CS2)c1
 : i | i | 26% | 0% | 3% | -2.7 | 2% | 0.1% | -3%
Cc1cc(NC(=O)CN2CCOCC2)n(-c2nc3ccccc3s2)n1
 : ? | i | -15% | ? | nt | 0.0 | -33% | 4.4% | -14%
O=c1c2cc(NC(=S)NCc3cccnc3)ccc2nc2n1CCCCC2
 : i | i | -9% | -1% | -1% | 2.4 | 21% | 4.1% | -1%
CC(=O)c1cccc(NC(=O)CN2CCc3cc4c(cc3C2)OCCCO4)c1
 : i | i | -15% | -7% | -2% | 0.2 | -11% | 0.7% | 13%
COc1cc2cc(CCOC(=O)CCCC(=O)O)oc(=O)c2cc1OC
 : i | i | 3% | 3% | 0% | 1.2 | -12% | -2.0% | 21%
CC1CCN(S(=O)(=O)c2ccc3ncn(CC(=O)N(C)Cc4ccccc4)c(=O)c3c2)CC1
 : i | i | -31% | -16% | 3% | -1.5 | 11% | -0.4% | 5%
CCOC(=O)N1CCN(C(=O)CCNS(=O)(=O)c2cc(Br)cnc2N)CC1
 : i | i | 1% | 3% | 1% | 0.5 | -17% | 2.9% | 2%
COc1cccc(C(=O)N2N=C(c3cccc(OC)c3)CC2(O)C(F)(F)F)c1 (centres undefined)
 : i | i | -2% | -16% | 0% | 0.6 | -11% | -0.6% | -2%
CCC1CN(S(=O)(=O)c2cc(-c3cc(C)no3)ccc2C)c2cc(C)ccc2O1 (centres undefined)
 : i | nt | -10% | ? | nt | nt | ? | 0.3% | 1%
CC(=O)c1ccc(NC(=O)C(C)NCc2ccccc2Cl)cc1 (centres undefined)
 : i | i | -8% | 0% | -8% | 0.4 | 4% | 3.0% | 1%
O=C(Nc1ccc(S(=O)(=O)N2CCCCC2)cc1)c1ccccc1Cl
 : i | i | -35% | -5% | 1% | 0.5 | ? | -0.3% | -5%
COc1ccc(-c2nnc(SCC(=O)NCCc3ccccc3)o2)cc1
 : i | -124%* | 2% | 10% | -2% | 1.9 | 28% | -0.5% | 1%
O=C(O)c1ccccc1C(c1ccc(O)cc1)c1ccc(O)cc1
 : i | i | 6% | 4% | 0% | -0.2 | 6% | -0.3% | -5%
CC1(C)CCCN(Cc2c(O)ccc3c(=O)c(-c4nc5ccccc5s4)c(N)oc23)C1
 : i | i | -7% | -4% | 2% | -2.0 | ? | 3.1% | -8%
O=C(O)c1ccc(-c2noc(-c3ccccc3F)n2)cc1
 : i | nt | -42% | -27% | nt | nt | ? | -0.7% | -9%&-7%&2%
Cc1[nH]c2ccccc2c1/C=N/NC(=O)Nc1ccccc1
 : i | i | -33% | -15% | -1% | 1.5 | 19% | 20% | -3%
CCC(CO)Oc1cc(NC(=O)c2ccccc2C)c2ncn(C(C)C)c2c1 (centres undefined)
 : i | i | -5% | 16% | -3% | 0.7 | -8% | -0.6% | -12%
CCCC(=O)N(C)c1nnc(-c2ccc(OC)cc2)s1
 : i | i | -10% | 5% | -8% | -1.2 | 14% | 4.0% | 8%
Cc1cc(C)n(-c2nnc(Cl)c3ccccc23)n1
 : nt | i | -2% | -3% | -1% | 2.1 | 12% | 7.8% | -2%
CC(OC(=O)C1CCN(S(=O)(=O)c2ccccc2)CC1)C(=O)Nc1ncc(Cl)cc1Cl (centres undefined)
 : i | i | -4% | -15% | 0% | -2.6 | 12% | -0.5% | -6%
COc1ccc(N2CCN(S(=O)(=O)c3ccc(-n4cnnn4)c(C)c3)CC2)cc1
 : i | i | 6% | -6% | 0% | -0.2 | 4% | 0.1% | 2%
CCCCOC(=O)c1[nH]c2c(c1C)C(=O)CC(c1cc(OC)c(OC)c(OC)c1)C2 (centres undefined)
 : i | i | -27% | -20% | 0% | 0.2 | 13µM* | 4.9% | -29%
CCOC(=O)Cc1csc(NC(=O)CCNS(=O)(=O)c2ccc3c(c2)CCC(=O)N3)n1
 : i | i | -6% | 0% | 0% | 2.4 | -4% | 2.2% | -1%
